Assay outcomes as filed in PubChem.
mcGAS MS inh – mouse cGAS inhibition by mass spec; hit rate 0.18% among 130,000; Q8C6L5; recombinant mouse cGAS, cGAMP by RapidFire MS; AID 1259397; inhibition, % at 12.5 µM;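 active = inhibition of cGAS enzyme activity at or above 60%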;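 also: enzyme stimulated by 45 bp dsDNA with ATP and GTP substrates; cGAMP share of summed cGAMP plus half ATP and half GTP signals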
Target sequence (Q8C6L5 whole entry, looked up): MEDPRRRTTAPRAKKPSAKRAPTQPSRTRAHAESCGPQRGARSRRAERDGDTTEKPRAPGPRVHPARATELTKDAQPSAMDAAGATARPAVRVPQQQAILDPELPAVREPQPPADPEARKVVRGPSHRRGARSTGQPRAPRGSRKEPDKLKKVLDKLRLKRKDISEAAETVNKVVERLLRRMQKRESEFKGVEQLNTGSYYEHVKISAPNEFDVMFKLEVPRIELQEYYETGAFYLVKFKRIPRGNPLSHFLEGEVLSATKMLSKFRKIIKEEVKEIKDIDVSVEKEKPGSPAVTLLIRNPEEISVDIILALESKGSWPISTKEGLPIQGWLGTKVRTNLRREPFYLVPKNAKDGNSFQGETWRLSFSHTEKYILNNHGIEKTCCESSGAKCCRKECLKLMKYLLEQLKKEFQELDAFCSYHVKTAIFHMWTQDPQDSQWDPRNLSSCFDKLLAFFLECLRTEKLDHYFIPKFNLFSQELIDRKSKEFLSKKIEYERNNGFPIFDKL
* = called active by the depositor; & = joins results of further samples. The list is partial. The share of hits here may be higher or lower than overall.

SMILES	mcGAS MS inh
CN1C(=O)C2(CCN(Cc3cccnc3N)CC2)c2ccccc21	-15.2
CCN1CCN(C(=O)Cc2ccc(NC(=O)c3cncc(Br)c3)cc2)CC1	-7.0
CN(C(=O)Cc1ccc(Cl)c(Cl)c1)[C@H](CN1CCCC1)c1ccccc1	-2.2
COP(=S)(C1=C(N2CCOCC2)C(=Cc2ccccc2)CCC1)c1ccccc1 (configuration not stated)	-3.3
Cc1cccnc1NC(=O)c1cccn(Cc2cccc(Cl)c2)c1=O	-6.2
O=C(NC1CC1)c1ccnc(N2CCC3(CC2)NCCNC3=O)c1	-8.0
COC(=O)/C(C)=C\CC12OC(C)(C)C3CC(C=C4C(=O)c5c(OC)c6c(c(CC=C(C)C)c5OC431)OC(C)(CCC=C(C)C)C=C6)C2=O (configuration not stated)	1.6
O=P(C=C(Cl)c1ccccc1)(C=C(Cl)c1ccccc1)Nc1ccccc1F	-5.1
CC(C)=CCCC1(C)C=Cc2c(O)c3c(c(CC=C(C)C)c2O1)OC12C(=CC4CC1C(C)(C)OC2(C/C=C(/C)C(=O)O)C4=O)C3=O (configuration not stated)	-7.3
Cc1ccc2[nH]cc(CN3CC[C@@]4(O)CCCC[C@H]4C3)c2c1	-7.1
O=P(Nc1ccc(F)cc1)(OCC(F)(F)F)OCC(F)(F)F	-6.2
CCCC12CNCC(C)(CNC1)C2=O	-10.2
c1cc2c(s1)C1CCCCC1OC21CN2CCC1CC2 (configuration not stated)	-1.7
COc1ccc2c(c1O)-c1c(OC)c(OC)cc3c1[C@H](C2)N(C)CC3	11.4
COCCN1CCCC2(CCN(C(=O)Cc3cccnc3)C2)C1 (configuration not stated)	-13.5
CNC(C)Cc1c2c(cc3c1CCC3)CCC2 (configuration not stated)	-3.4
Cc1nc(C(C)C)ncc1C(=O)N1CCC2(CC1)NCCNC2=O	-4.6
CC(=O)c1ccc(NC(=O)c2cccn(Cc3c(F)cccc3Cl)c2=O)cc1	-3.9
CC(CC(C(N)=O)(c1ccccc1)c1ccccc1)N(C)C (configuration not stated)	-2.6
CN1C(=CC=C2C(=O)NC(=S)NC2=O)C(C)(C)c2ccccc21	-9.1

7 compounds from above, ordered by formula weight, falling:
SMILES	mcGAS MS inh
CC(=O)c1ccc(NC(=O)c2cccn(Cc3c(F)cccc3Cl)c2=O)cc1	-3.9
O=P(Nc1ccc(F)cc1)(OCC(F)(F)F)OCC(F)(F)F	-6.2
COc1ccc2c(c1O)-c1c(OC)c(OC)cc3c1[C@H](C2)N(C)CC3	11.4
O=C(NC1CC1)c1ccnc(N2CCC3(CC2)NCCNC3=O)c1	-8.0
COCCN1CCCC2(CCN(C(=O)Cc3cccnc3)C2)C1 (configuration not stated)	-13.5
CNC(C)Cc1c2c(cc3c1CCC3)CCC2 (configuration not stated)	-3.4
CCCC12CNCC(C)(CNC1)C2=O	-10.2

(continued)
SMILES	mcGAS MS inh
Cc1cc(C)c(NC(=O)c2cc3cccnc3n(Cc3ccccc3F)c2=O)c(C)c1	-6.1
COCc1ccc(C(=O)N2C[C@@H](c3ccccc3)[C@@H]3[C@H]2C2CCN3CC2)o1	10.1
CN(CC(=O)c1cccc(Br)c1)C1CCCCC1	-2.9
CC(=O)OC1(c2ccccc2)CC(C)CN(C(C)(C)C)C1 (configuration not stated)	-4.3
CCc1nnc(C(C)N2CCN(C(=O)COc3ccc(Cl)cc3)CC2)o1 (configuration not stated)	1.1
CC(C)C12CN3CCN(CC(C3)C1O)C2 (configuration not stated)	-9.1
COC(=O)Nc1cc(N=C(N)N[N+](=O)[O-])ccc1C	-5.9
Cc1sc2nc(CCN)nc(N3C[C@H]4C[C@@H](C3)c3cccc(=O)n3C4)c2c1C	2.5
C[N+]1(C)C2CCC1CC(OC(=O)C(CO)c1ccccc1)C2 (configuration not stated)	-3.2
CCC(=O)c1ccc(OCC(=O)N2CCCN3CCC[C@H]3C2)cc1	-4.4
CCc1nc(C)cc(NCCC23CCCN2CCC3)n1	-12.3
O=C1NCCN2CCN(Cc3ccc4cc(Cl)ccc4n3)CC12 (configuration not stated)	-3.4
CCOP(=S)(OCC)SCn1c(=O)oc2cc(Cl)ccc21	4.2
O=C1CCC2(CC1)CN(Cc1ccncc1)CCc1ccccc12	-4.2
NCCc1cc(O)c(O)cc1O	-7.4&5.3
C#Cc1ccc(CN(C)C(C)Cc2cc(C)ccn2)cc1 (configuration not stated)	-11.6
COCCC1CN(Cc2c[nH]c3ccc(C)cc23)CCO1 (configuration not stated)	-25.2
c1cncc(C2CCCCN2)c1 (configuration not stated)	-10.1
CCOC(=O)CC(SP(=S)(OC)OC)C(=O)OCC (configuration not stated)	1.6
C=CCNC(=O)N1CCOC(CN2CCCN(C(=O)COc3ccccc3)CC2)C1 (configuration not stated)	-10.3

Part of the list above, comma-delimited:
smiles,mcGAS MS inh
Cc1sc2nc(CCN)nc(N3C[C@H]4C[C@@H](C3)c3cccc(=O)n3C4)c2c1C,2.5
c1cncc(C2CCCCN2)c1 (configuration not stated),-10.1
COC(=O)Nc1cc(N=C(N)N[N+](=O)[O-])ccc1C,-5.9

Next section:
SMILES	mcGAS MS inh
Cc1nc(-c2ccc(NC3CN4CCC3CC4)cc2)co1 (configuration not stated)	-12.5
O=[N+]([O-])NC1=NC(OCc2ccccc2)C(OCc2ccccc2)N1 (configuration not stated)	-16.7
CCCCNCC(O)c1ccc(O)cc1 (configuration not stated)	0.0
Cc1cccc2c(CCNC(C)CN3CCOCC3)c[nH]c12 (configuration not stated)	-7.7
Cc1nn(CC(C)C)c(C)c1CC(=O)Nc1ccc(C#N)c(Cl)c1	-4.2
c1ccc(CN2CC3CCCC(C2)N3)cc1	-8.5
NC(=S)N/N=C\c1coc2ccccc2c1=O	95.5*
c1ccc([C@H]2CN(Cc3ccccn3)[C@@H]3C4CCN(CC4)[C@H]23)cc1	-22.2
CCC(C)c1csc(C2CN3CCCC3CO2)n1 (configuration not stated)	-8.3
CN1C(=O)NC(=O)C(C)(C2=CCCCC2)C1=O (configuration not stated)	-1.6&5.1
CC(Cc1ccccn1)N(C)Cc1nc2ccccc2n1C (configuration not stated)	-19.9
Cn1ccnc1C(=O)C1CCCN(Cc2cc3n(n2)CCNC3)C1 (configuration not stated)	8.1
CC(C)CCP(=O)(O)c1ccccc1	7.3
CCOC(=O)C(O)(c1csc(N)n1)c1c(C)nn(-c2ccc(C)cc2)c1N (configuration not stated)	-5.0
N=C1c2ccccc2CN1c1ccc2c(c1)OCCO2	-9.6
COC(=O)c1ccc(C(=O)OC)c(NC(=O)c2cccn(Cc3ccc(C)cc3)c2=O)c1	-6.8
CCn1c(C)cc(C)c(C(=O)N2CCCC3(CCNC3)C2)c1=O (configuration not stated)	-6.5
Cc1ccccc1-c1noc(CNC(C)Cc2cccs2)n1 (configuration not stated)	-9.6
N#CC1(c2ccccc2)CCN(C(=O)C2CCCCC2C(=O)NCc2cccnc2)CC1 (configuration not stated)	-2.8
CC(Cc1ccc(C(F)(F)F)cc1)NC(=O)NC1CCOCC1 (configuration not stated)	-1.3

Retrieved by structure from the entries so far (2):
SMILES	mcGAS MS inh
COC(=O)c1ccc(C(=O)OC)c(NC(=O)c2cccn(Cc3ccc(C)cc3)c2=O)c1	-6.8
CC(C)CCP(=O)(O)c1ccccc1	7.3

Going on with the list:
SMILES	mcGAS MS inh
O=C(OC1CCOC1=O)c1cccs1 (configuration not stated)	0.8
C[C@]12CC[C@H](O)C[C@@H]1CC[C@@H]1[C@@H]2CC[C@]2(C)C(=O)CC[C@@H]12	13.6
N#Cc1ccccc1NC(=O)c1cccn(Cc2ccc(C(F)(F)F)cc2)c1=O	-5.7
CCC(=O)O[C@H]1CCC2C3CCC4=CC(=O)CC[C@]4(C)C3CC[C@@]21C (some centres not stated)	-12.4
Cn1ccnc1P(=S)(c1nccn1C)N1CCOCC1	-6.4
COc1ccc(C2NCc3ccc4c(c3-n3cccc32)OCO4)cc1OC (configuration not stated)	-31.6
Cc1ccsc1C(=O)C1CCCN(Cc2cccn2-c2ccccn2)C1 (configuration not stated)	0.9
O=C(Nc1ccncc1)c1cccn(Cc2ccc(F)cc2)c1=O	-0.4
O=C1NC(=O)N(Cc2ccccc2)C(=O)C1=Cc1ccco1	13.6
CC(C)c1nccc(C(=O)N2CCN3CCNC(=O)C3C2)n1 (configuration not stated)	-9.0
CCN(CC)CCOC(=O)C(O)(c1ccccc1)c1ccccc1	-19.6
O=c1oc2ccccc2c(O)c1C(c1cncs1)c1c(O)c2ccccc2oc1=O	9.0
O=[N+]([O-])c1ccc2c(c1)CNCC2	0.2
CCN(CC)P(=S)(C=C1N(C)c2ccccc2C1(C)C)CC (configuration not stated)	44.3
O=[N+]([O-])c1ccccc1CBr	-3.6
ON1C2CCCCC2N(O)C1c1ccco1 (configuration not stated)	-30.9
O=C(NC(Cc1cnc[nH]1)C(=O)O)c1ccccc1 (configuration not stated)	-32.5
O=C(Nc1cccnc1)c1cccn(Cc2ccc(Cl)cc2Cl)c1=O	-3.3
Cc1[nH]cnc1-c1nccn1CCc1cnc[nH]1	-21.3
O=C(O)C1=CCCN(CCOC(c2ccc(C(F)(F)F)cc2)c2ccc(C(F)(F)F)cc2)C1	-7.0
CC(C)(C)n1cc(C(=O)Nc2ccc3nc4n(c(=O)c3c2)CCC4)cn1	13.3
CN1CCc2nc(SCc3cccnc3)c(C#N)cc2C1	-0.1
COC(=O)N(C)c1ccc(C(O)(C(=O)OC)C(F)(F)F)cc1 (configuration not stated)	-0.6
CC(Cc1cccs1)NCC(=O)Nc1cnccn1 (configuration not stated)	-8.6
O=c1[nH]c2ccccc2n1C1CCN(CCCC(c2ccc(F)cc2)c2ccc(F)cc2)CC1	-9.5
O=c1[nH]c(=S)[nH]c(O)c1N=Nc1ccc2c(c1)OCCO2	-0.6
Cc1cc(N2CCN(C)CC2)c2nncn2n1	-2.2
O=C1OCCC1Sc1ccc(Br)cc1 (configuration not stated)	-0.3
O=c1cc(O)c2ccccc2o1	3.5
CC(NCc1ccccc1)c1nc2ccccc2c(=O)n1-c1ccc(Cl)cc1 (configuration not stated)	-4.7
CC1CCC[C@H](O)CCCCCc2cc(O)cc(O)c2C(=O)O1 (some centres not stated)	-8.5
CCC(=O)O[C@H]1CC[C@H]2[C@@H]3CCC4=CC(=O)CC[C@]4(C)[C@H]3CC[C@]12C	-6.6
CC(N)Cc1c[nH]c2ccc(O)cc12 (configuration not stated)	-1.9
Cc1ccc(C2(CN3[C@@H]4CC[C@H]3CC(O)C4)CCNCC2)nc1 (some centres not stated)	9.0
C=CCNC(=O)C(C)N1CCN(C(=O)COc2cccc(C)c2C)CC1 (configuration not stated)	-9.1
C[C@]12CC[C@H](O)CC1=CC[C@@H]1[C@@H]2CC[C@]2(C)C(=O)CC[C@@H]12	-4.9
CCc1ccccc1NC(=O)c1cccn(Cc2ccccc2Cl)c1=O	-8.1
O=C1NC(=O)C(Cc2ccccc2)(Cc2ccccc2)C(=O)N1	-6.2
C1CN2CCC1/C(=N/Nc1nn[nH]n1)C2	8.6
Fc1ccc2nc(N3CCNCC3)sc2c1	-5.7
CCSc1nc(CC(=O)N2CCCCC2CN2CCOCC2)cs1 (configuration not stated)	-10.1
Fc1ccc(C2NCc3ccc4c(c3-n3cccc32)OCO4)cc1 (configuration not stated)	-17.9
CC(Cc1ccccn1)N(C)Cc1ccsc1 (configuration not stated)	-22.6
NC(c1ccccc1)P(=O)(O)O (configuration not stated)	-6.2
Cc1ccccc1Cn1cccc(C(=O)Nc2nccs2)c1=O	-6.1
S=C=Nc1cccc(C2(N3CCCCC3)CCCCC2)c1	-12.1
CC(C1CC1)N(C(=O)c1cn(C)c2ccccc12)C1CC1 (configuration not stated)	-1.4
CCCCn1c(=O)c(C(=O)NCCc2ccccc2)c(O)c2ccccc21	-12.4
CN1CC2(CCN(Cc3cc(=O)c4cc(Cl)ccc4[nH]3)C2)OC1=O (configuration not stated)	13.3
Cc1ccc(F)c(CNC(=O)c2cn(Cc3c(F)cccc3F)nn2)c1F	-15.2
Cc1cccc(Cn2cccc(C(=O)Nc3ccc(Cl)c([N+](=O)[O-])c3)c2=O)c1	-3.2
CSc1cccc2sc(N3CCNCC3)nc12	-7.2
O=C(C[N+]12CCN(CC1)CC2)Nc1ccc2c(c1)OCCO2	-4.8
c1cn(CCc2cnc[nH]2)c(-c2ccc3occc3c2)n1	-14.0
O=C(Cc1c(F)cccc1Cl)N1CCN(CCO)CC1	-13.0
C1COCC2(CN1)CN(C1CCOCC1)CCO2 (configuration not stated)	-0.8
C1CCCN(C2CCNCC2)CC1	-5.1
C1CCC(CNC2CCCC2)CC1	-2.6
CN(CCc1ccccc1)C1CCCN(C(=O)Cc2c[nH]c(=O)n(C)c2=O)C1 (configuration not stated)	-22.8
Cc1nc(CC(=O)N2CCCC(N3CCN(c4ccccc4C)CC3)C2)cs1 (configuration not stated)	-12.8

Continued:
SMILES	mcGAS MS inh
CCn1nc(C)c(NC(=O)CN2C[C@H]3C[C@@H](C2)c2cccc(=O)n2C3)c1C	4.8
CCC1CN(Cc2cc(Cl)c(OC)cc2OC)CCN1C(C)C (configuration not stated)	-21.0
S=P1(OCC2CCCO2)C2=C(N3CCCC3)CCCC2=NN1c1ccccc1 (configuration not stated)	-3.4
Cc1ccc(C(N)=O)c(OCC(=O)N2CCN(Cc3ccc(Cl)s3)CC2)c1	-3.0
COc1ccc2c(c1)[nH]c1c(C)nccc12	3.9
O=P(C=C(Cl)c1ccccc1)(C=C(Cl)c1ccccc1)Nc1ccc(F)cc1F	-7.4
O=C(Nc1cc(Cl)ccc1Cl)OCC(F)(F)F	-1.4
O=C(CSC(c1ccccc1)c1ccccc1)NCc1ccc(NC(=O)C2CC2)cc1	-2.2
COc1cccc([C@@H]2CCN(Cc3cccnc3OC)C[C@H]2O)c1	-7.9
CCN(CC)P(=S)(c1ccc(N=CN(C)C)c2ccccc12)N(CC)CC	-1.5
c1ccc(-c2ncc(CN3CCC4(CCCNC4)C3)cn2)nc1 (configuration not stated)	0.4
CNC(=S)P1(=O)N(Cc2ccccc2)C(=O)c2ccccc2N1CC(=O)OC (configuration not stated)	-2.2
C=CCN=C=S	-8.9
CCc1cccc(CC)c1NC1=NCCN1	31.5
CCOP1(=S)C2=C(N3CCOCC3)CC(C)(C)CC2=NN1c1ccccc1 (configuration not stated)	-10.2
ClC1=C(Cl)C2(Cl)C3C4CC(C5OC45)C3C1(Cl)C2(Cl)Cl (configuration not stated)	-7.4
